hcDAF-12 act: H. contortus DAF-12 nuclear receptor activators, primary screen, cell-based, luminescence, HEK293, lit1-tk-luc reporter; HEK293 hcDAF-12 lit1-tk-luc reporter; 0% DMSO, 100% Δ7-dafachronic acid; activation, % at 6.8 µM; actives 1.4% (n = 370,000); AID 652067, 2013;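 active = activation above the mean of all tested compounds plus 3 SD, cut at about 5.5% in these data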;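 also: 100% = response to 3 µM Δ7-dafachronic acid high control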
hgDAF12 agonist: H. glycines DAF-12 receptor agonists, primary screen, cell-based, luminescence, HEK293, GAL4 fusion, UAS-luciferase; Nuclear hormone receptor DAF-12 (Heterodera glycines), GAL4 fusion; HEK293 GAL4-hgDAF12 UAS-luciferase reporter, agonist luminescence; normalized to butyrate control; activation, % at 6.8 µM; actives 1.8% (n = 370,000); AID 687014, 2013;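 active = activation above a cutoff set at the mean of all screened compounds plus 3 SD, cut at about 10% in these data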;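 also: 0% = DMSO wells and 100% = sodium butyrate wells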
GAA850 FXN act: FXN promoter activators, primary screen, cell-based, luciferase luminescence, HEK293 lucGAA850 | activation, % at 6 µM | HEK293 lucGAA850 FXN promoter luciferase reporter, 24 h; percent of 10 µM SAHA response | actives 0.56% (n = 360,000);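 active = activation above the average of all compounds screened plus 3 SD, cutoff fixed separately per campaign, cut at about 7.5% in these data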;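 also: 0% = DMSO wells and 100% = 10 µM SAHA wells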
DAX1 inh-1: DAX1 (NR0B1) inhibitors, primary screen, cell-based, HEK293, Gal4-DAX1, luciferase luminescence; Nuclear receptor subfamily 0 group B member 1 (Homo sapiens), P51843; HEK293 Gal4-DAX1 luciferase reporter; inhibition, % at 6.75 µM; actives 0.99% (n = 340,000); AID 504766, 2011;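 active = inhibition above the mean over all tested compounds plus 3 SD, cut at about 4.2% in these data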;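 also: 0% = DAX1-transfected cells with DMSO and 100% = empty-vector control cells with DMSO; inhibition shows as a rise in luminescence from relieved DAX1 repression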
Target sequence (P51843 207-470 limits assumed): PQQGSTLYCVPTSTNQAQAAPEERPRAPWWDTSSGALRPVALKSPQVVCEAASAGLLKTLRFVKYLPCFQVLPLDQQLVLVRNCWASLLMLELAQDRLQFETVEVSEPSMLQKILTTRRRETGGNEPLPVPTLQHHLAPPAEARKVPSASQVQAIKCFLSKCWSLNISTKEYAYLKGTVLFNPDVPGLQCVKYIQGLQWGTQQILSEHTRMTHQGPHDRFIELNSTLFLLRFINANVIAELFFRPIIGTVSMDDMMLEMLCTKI
ADAM10 inh: human ADAM10 inhibitors, primary screen, biochemical, QFRET, HTS | Disintegrin and metalloproteinase domain-containing protein 10 (Homo sapiens), O14672 | recombinant ADAM10, EDANS/DABCYL FRET peptide cleavage, 3 h | inhibition, % at 7 µM | actives 0.62% (n = 370,000);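 active = inhibition above a per-campaign cutoff equal to the mean of compounds falling between control-based bounds plus 3 SD, cut at about 20% in these data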;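 also: 0% = DMSO wells while the 100% control is not disclosed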
Target sequence (O14672 214-748 limits assumed): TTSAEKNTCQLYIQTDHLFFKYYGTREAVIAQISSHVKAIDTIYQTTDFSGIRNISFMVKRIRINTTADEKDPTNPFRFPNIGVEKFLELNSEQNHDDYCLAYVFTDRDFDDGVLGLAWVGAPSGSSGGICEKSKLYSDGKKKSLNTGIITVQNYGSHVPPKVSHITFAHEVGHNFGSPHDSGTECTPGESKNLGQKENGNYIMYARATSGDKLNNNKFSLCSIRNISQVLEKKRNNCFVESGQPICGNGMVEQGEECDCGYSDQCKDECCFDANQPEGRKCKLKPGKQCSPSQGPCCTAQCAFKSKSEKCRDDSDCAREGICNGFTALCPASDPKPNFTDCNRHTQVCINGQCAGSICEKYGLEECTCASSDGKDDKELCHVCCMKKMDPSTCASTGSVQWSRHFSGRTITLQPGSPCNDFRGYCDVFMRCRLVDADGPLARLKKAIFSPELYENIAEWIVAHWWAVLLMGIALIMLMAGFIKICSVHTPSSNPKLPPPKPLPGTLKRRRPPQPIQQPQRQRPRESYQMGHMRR
ssDAF-12 act: S. stercoralis DAF-12 nuclear receptor activators, primary screen, cell-based, luminescence, HEK293, GRIP1 co-expression, lit1-tk-luc; Nuclear hormone receptor DAF-12 (Strongyloides stercoralis); HEK293 ssDAF-12/GRIP1 lit1-tk-luc reporter; % of 3 µM dafachronic acid response; activation, % at 6.8 µM; actives 1% (n = 370,000); AID 652126, 2013;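 active = activation above the mean over all tested compounds plus 3 SD, cut at about 0.9% in these data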;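 also: 0% = DMSO-only wells and 100% = 3 µM delta7-dafachronic acid wells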
HGIII-sPLA2 inh: human group III sPLA2 inhibitors, primary screen, biochemical, QFRET, BODIPY PC-A2 liposome substrate. Group 3 secretory phospholipase A2 (Homo sapiens), Q9NZ20. QFRET BODIPY PC-A2 liposome hydrolysis, fluorescence. inhibition, % at 12.2 µM. actives 0.56% (n = 370,000);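 active = inhibition above mean plus 3 SD of compounds lying within the high and low control bounds, cut at about 19% in these data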;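 also: 0% = median of test compound wells and 100% = no enzyme DMSO wells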
NPR1 activator: GC-A stimulated cGMP production enhancers – HEK293 GC-A cells, cGMP TR-FRET, EC30 ANP, primary screen; 0% at EC30 ANP, 100% saturating ANP; AID 1671463, 2021; Atrial natriuretic peptide receptor 1 (Homo sapiens), P16066; activation, % at 10 µM; actives 0.14% (n = 370,000); in the data active = activation above about 40%
SMARCA2 act: SMARCA2 (BRM) function activators, primary screen, cell-based, luminescence, high throughput; MG213 cells, MMTV-luciferase reporter, dexamethasone, overnight; activation, % at 9.1 µM; actives 1% (n = 370,000); in the data active = activation above about 7.8%;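 also: 0% = vehicle wells and 100% = reference activator wells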
NPR2 activator: human GC-B receptor activators, primary screen, HEK293 GC-B cells, cGMP TR-FRET, EC30 CNP. 0% at EC30 CNP, 100% saturating CNP. activation, % at 10 µM. actives 0.11% (n = 370,000);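 active = activation at 10 µM reaching about 35% in either raw or pattern-adjusted values, limit read from the data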
DAX1 inh-2: DAX1 (NR0B1) inhibitors on StAR promoter, primary screen, cell-based, luminescence, SF-1 (NR5A1), full-length DAX-1; HEK293T StAR-luciferase reporter, SF-1/DAX-1 repression relief; actives 1.1% (n = 370,000); inhibition, % at 6.8 µM; AID 652010, 2013;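 active = inhibition above the mean over all tested compounds plus 3 SD, cut at about 3.6% in these data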;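 also: 0% = DAX-1 cells with DMSO and 100% = cells lacking DAX-1 with DMSO; higher inhibition means more luminescence from relief of DAX-1 repression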
Starred values were filed as active, the others as inactive; nt = not tested or not shown.

1) O=C(Nc1ccccc1-c1nc2ccccc2[nH]1)c1ccc(S(=O)(=O)N2CCCCC2)cc1
2) NC(=O)c1ccc(N2CCN(c3ccc(O)cc3)CC2)c([N+](=O)[O-])c1
3) NC(=O)COC(=O)c1ccc(Cl)c(S(=O)(=O)N(Cc2ccccc2)c2ccc(Cl)cc2)c1
4) CCCc1[nH]nc2c1C1(CCOC1C)C(C#N)=C(N)O2 (centres undefined)
5) O=c1[nH][nH]cc1C=NCc1cccnc1
6) CC1C(=O)CC(c2ccccc2)NC1c1ccccc1 (centres undefined)
7) CCC(=O)Nc1cccc(-c2nc3ncccc3o2)c1C
8) O=C(Cc1cccs1)NCc1cccc(F)c1
entry no.,1,2,3,4,5,6,7,8
hcDAF-12 act,0.2,-3.6,-0.1,-0.2,0.1,-1.7,-1.9,1.1
hgDAF12 agonist,1.3,-4.7,-1.4,0.3,-3.6,-2.4,0.1,4.8
GAA850 FXN act,1.4,3.8,2.5,-2.4,0.4,1.4,0.9,2.2
DAX1 inh-1,0.2,-1.4,-1.1,0.4,1.1,-1.0,-1.8,0.8
ADAM10 inh,0,4,26*,3,-8,3,-7,-11
ssDAF-12 act,-1.5,-1.8,-1.7,-0.9,-1.2,-1.6,-1.2,-1.0
HGIII-sPLA2 inh,-1,-2,-7,3,3,0,0,5
NPR1 activator,0,-9,-42,0,-1,-2,4,-3
SMARCA2 act,-2,-3,-3,1,0,-1,1,3
NPR2 activator,2,-6,-20,0,5,4,4,5
DAX1 inh-2,0.7,-1.8,0.3,0.4,0.0,1.2,-0.2,0.4

9) Cc1cc(C)n2ncc(C(=O)NCCc3ccccc3)c2n1
10) Cc1cc(C)nc(Nc2cccc(Cl)c2)n1
11) CS(=O)(=O)c1ccc(C(=O)Nc2cc(-c3ccccc3)nn2-c2ccccc2)cc1
12) COc1cc(/C=C2\SC(=S)N(Nc3ccccc3)C2=O)ccc1O
13) CCc1cccc(CC)c1NC(=O)CSc1nnc(C2CC2)n1N
14) Cc1ccc(S(=O)(=O)Nc2ccc(S(=O)(=O)Nc3ncccn3)cc2)cc1
15) Cc1ccc(-c2cc(NC(=O)CSc3n[nH]c(N)n3)n(-c3ccccc3)n2)cc1
16) Fc1cccc(/C=N/Nc2ccccn2)c1
entry no.,9,10,11,12,13,14,15,16
hcDAF-12 act,-1.1,-2.6,-1.5,4.9,-1.5,0.5,-0.9,1.6
hgDAF12 agonist,4.8,-2.7,0.8,14*,-1.0,1.4,1.0,2.1
GAA850 FXN act,2.6,1.8,1.0,3.0,0.7,-0.1,2.1,7.2
DAX1 inh-1,-0.8,0.8,-0.8,1.4,-0.7,0.4,0.3,1.6
ADAM10 inh,-251,4,7,15,-11,13,6,4
ssDAF-12 act,-0.7,-1.1,-1.0,-0.7,-1.0,-1.0,-1.3,0.3
HGIII-sPLA2 inh,5,11,-3,-17,12,7,-13,-20
NPR1 activator,6,1,3,1,3,-8,5,-11
SMARCA2 act,1,-2,2,8.2*,-3,2,2,5
NPR2 activator,4,-4,-1,-7,1,1,-8,0
DAX1 inh-2,0.0,0.0,-0.6,1.8,0.1,0.4,0.5,2.3

17) CCc1nc2c(OCCC3CCCCC3)cccn2c1N(C)C(=O)c1ccc(C)cc1
18) O=C(N1CCOCC1)N1CCN(C(=O)N(c2ccccc2)c2ccccc2)CC1
19) O=C(NCCCn1ccnc1)c1ccc(Cl)s1
20) Fc1ccccc1/C=C1\CCCC2=C1NC(=S)NC2c1ccccc1F (centres undefined)
21) CCC(CC)C(=O)Nc1nnc(S(=O)(=O)N(CC)c2ccc(OC)cc2)s1
22) COc1cc(C2NC(=O)NC(c3ccccc3)=C2C(C)=O)c(Cl)cc1OCC(=O)O (centres undefined)
23) CN(C)S(=O)(=O)c1ccc(C(=O)Nc2ccccc2C(=O)NCCCN2CCOCC2)cc1
24) COC(=O)[C@@]12C[C@@H](CC(=O)NCCc3ccccc3OC)C(=O)N(Cc3ccco3)C1=CCC(C)(C)C2
entry no.,17,18,19,20,21,22,23,24
hcDAF-12 act,-1.4,-0.8,0.6,-1.1,2.5,-0.6,-0.1,-1.2
hgDAF12 agonist,-3.0,-0.7,-1.4,-0.8,-4.4,3.1,-4.8,2.4
GAA850 FXN act,-1.5,0.6,-0.7,-0.6,-0.5,0.3,1.4,nt
DAX1 inh-1,nt,-0.9,0.8,1.9,0.4,-0.4,-1.2,nt
ADAM10 inh,29*,-6,-3,2,13,0,-8,-3
ssDAF-12 act,-1.5,-0.9,-1.0,-0.5,-1.3,-0.7,-1.7,-0.9
HGIII-sPLA2 inh,18,2,-4,10,-6,11,9,-21
NPR1 activator,-6,2,-2,6,-5,0,-8,-1
SMARCA2 act,-3,1,-1,-2,-2,-1,-2,-1
NPR2 activator,0,2,0,-1,-6,-3,1,5
DAX1 inh-2,-0.7,0.3,-1.2,0.2,-0.4,-0.1,-1.0,0.1

25) CCOc1ccc(C(=O)NCCC(=O)N2CCC3(CC2)NCCc2[nH]cnc23)cc1
26) Cc1ccc2nc(N(CCCN(C)C)C(=O)c3cc(-c4cccs4)nc4ccccc34)sc2c1
27) COc1ccc(N2CC(NC(=O)Nc3ccccc3)CC2=O)cc1 (centres undefined)
28) O=C(COc1ccccc1Cl)N1CCN(c2ncccn2)CC1
29) O=C(Nc1ccccc1N1CCOCC1)c1ccncc1
30) O=C(Nc1ccc(Cl)cc1F)c1ccc(COc2c(F)c(F)c(F)c(F)c2F)o1
31) CSCCC(NC(=O)COc1ccccc1)C(=O)N1CCN(c2cccc(C(F)(F)F)c2)CC1 (centres undefined)
32) Cc1cnc(C)c(N2CCN(Cc3nc(-c4ccc(C)o4)oc3C)CC2)n1
entry no.,25,26,27,28,29,30,31,32
hcDAF-12 act,0.2,-1.8,-1.3,-2.4,0.9,-0.9,-1.5,-1.3
hgDAF12 agonist,4.8,-3.0,-0.8,-3.2,-0.7,2.1,0.6,0.5
GAA850 FXN act,2.9,-4.3,2.2,-1.5,-0.5,0.1,2.2,-1.0
DAX1 inh-1,0.5,0.3,-0.9,-0.7,0.4,0.5,-1.5,1.0
ADAM10 inh,0,-276,-1,-16,-2,13,-1,-16
ssDAF-12 act,-1.1,0.6,-1.0,-1.2,-0.5,-1.1,-0.6,-0.5
HGIII-sPLA2 inh,5,3,-1,6,5,-2,-1,2
NPR1 activator,2,-6,0,-2,-1,8,-3,0
SMARCA2 act,5,-4,-1,-5,-2,-1,-2,0
NPR2 activator,3,2,1,10,-4,-10,-7,-1
DAX1 inh-2,-0.4,-0.9,0.4,0.0,-0.9,1.2,-2.2,-0.2

33) O=C1c2oc3ccc(Cl)cc3c(=O)c2C(c2ccccn2)N1CCCN1CCOCC1 (centres undefined)
34) NS(=O)(=O)c1ccc(NC(=O)COC(=O)CNC(=O)C23CC4CC(CC(C4)C2)C3)cc1
35) CC(=O)c1c(C)nc(C)nc1NC(=O)Cc1ccccc1
36) O=C(NC(=S)Nc1nc2ccc(F)cc2s1)c1ccco1
37) CCCn1c(N)c(C(=O)CN(C)CC(=O)Nc2ccc(C)cc2)c(=O)[nH]c1=O
38) CN1C(=O)S/C(=C/c2cccnc2)C1=O
39) COC(=O)Cn1cc(C(=O)c2ccco2)c2ccccc21
40) CCOC(=O)N1CCN(c2ccncc2S(=O)(=O)N2CCCCC2)CC1
entry no.,33,34,35,36,37,38,39,40
hcDAF-12 act,1.9,-2.4,-0.9,5.8*,0.3,-1.4,-0.4,-2.2
hgDAF12 agonist,2.7,-2.7,-1.4,4.7,0.8,1.7,0.7,0.5
GAA850 FXN act,nt,-2.3,1.3,4.1,-0.5,-1.0,-1.5,0.2
DAX1 inh-1,nt,-0.5,0.4,1.6,0.2,1.1,-0.1,0.9
ADAM10 inh,-54,-7,0,-6,-9,4,-4,2
ssDAF-12 act,-0.3,-0.8,-0.4,2.6*,-1.2,-0.6,-0.7,-1.3
HGIII-sPLA2 inh,0,1,-1,9,10,4,1,-1
NPR1 activator,-17,1,1,8,-1,4,4,1
SMARCA2 act,0,-2,1,3,-2,3,-2,-1
NPR2 activator,-8,5,3,2,-4,1,5,2
DAX1 inh-2,0.6,0.5,-0.1,2.0,1.7,0.3,0.1,-1.0

4 of these compounds, reformatted:
no.	compound	hcDAF-12 act	hgDAF12 agonist	GAA850 FXN act	DAX1 inh-1	ADAM10 inh	ssDAF-12 act	HGIII-sPLA2 inh	NPR1 activator	SMARCA2 act	NPR2 activator	DAX1 inh-2
23	CN(C)S(=O)(=O)c1ccc(C(=O)Nc2ccccc2C(=O)NCCCN2CCOCC2)cc1	-0.1	-4.8	1.4	-1.2	-8	-1.7	9	-8	-2	1	-1.0
24	COC(=O)[C@@]12C[C@@H](CC(=O)NCCc3ccccc3OC)C(=O)N(Cc3ccco3)C1=CCC(C)(C)C2	-1.2	2.4	nt	nt	-3	-0.9	-21	-1	-1	5	0.1
25	CCOc1ccc(C(=O)NCCC(=O)N2CCC3(CC2)NCCc2[nH]cnc23)cc1	0.2	4.8	2.9	0.5	0	-1.1	5	2	5	3	-0.4
26	Cc1ccc2nc(N(CCCN(C)C)C(=O)c3cc(-c4cccs4)nc4ccccc34)sc2c1	-1.8	-3.0	-4.3	0.3	-276	0.6	3	-6	-4	2	-0.9

The list goes on.
41) Cc1oc(CSCCSCc2cc(C(=O)O)c(C)o2)cc1C(=O)O
42) Cc1cc(N2CCOCC2)ccc1/C=C1\NC(=O)N(CC(=O)Nc2ccccc2C)C1=O
43) CC(C)Cn1c(N2CCN(C(=O)c3cccs3)CC2)nc2ccccc21
44) COc1cc(CNC(C)c2ccccc2)cc(Cl)c1OCC(=O)Nc1ccccc1 (centres undefined)
entry no.,41,42,43,44
hcDAF-12 act,-1.4,-2.2,-1.7,-1.2
hgDAF12 agonist,-1.9,-0.4,-0.8,-1.8
GAA850 FXN act,1.1,2.1,2.8,3.9
DAX1 inh-1,1.2,-0.7,-0.1,-0.6
ADAM10 inh,7,-6,-5,12
ssDAF-12 act,-1.1,-0.8,-1.8,-1.9
HGIII-sPLA2 inh,5,0,-4,-16
NPR1 activator,0,nt,3,9
SMARCA2 act,4,2,0,-6
NPR2 activator,1,nt,3,-4
DAX1 inh-2,1.3,-0.2,-0.2,-1.1

High-throughput results: PubChem, several laboratories
